# ST2 inh: inhibitors of human ST2 (IL1RL1) binding to IL-33, primary screen, biochemical, AlphaLISA. Interleukin-1 receptor-like 1 (Homo sapiens), Q01638. AlphaLISA ST2-Fc/biotin-IL-33 interaction, 1 h. inhibition, % for hits at 17 µM. 78,000 tested, 2.3% active; in the data active means inhibition above about 30%; inconclusive means mostly about 10% to 28%
# Target sequence (Q01638 whole entry, looked up): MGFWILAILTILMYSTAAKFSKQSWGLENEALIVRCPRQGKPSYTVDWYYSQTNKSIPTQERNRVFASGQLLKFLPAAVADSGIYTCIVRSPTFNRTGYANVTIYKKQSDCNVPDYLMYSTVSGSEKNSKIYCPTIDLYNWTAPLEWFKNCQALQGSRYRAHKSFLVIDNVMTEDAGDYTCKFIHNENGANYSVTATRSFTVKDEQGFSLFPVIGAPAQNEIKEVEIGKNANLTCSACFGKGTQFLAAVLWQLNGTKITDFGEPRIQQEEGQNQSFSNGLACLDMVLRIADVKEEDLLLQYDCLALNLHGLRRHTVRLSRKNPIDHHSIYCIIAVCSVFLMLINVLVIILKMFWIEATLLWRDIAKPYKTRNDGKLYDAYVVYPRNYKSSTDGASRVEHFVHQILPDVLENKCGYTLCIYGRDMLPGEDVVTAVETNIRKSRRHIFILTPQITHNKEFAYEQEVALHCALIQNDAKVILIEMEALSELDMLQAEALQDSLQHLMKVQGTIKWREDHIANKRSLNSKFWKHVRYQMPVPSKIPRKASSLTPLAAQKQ
# Calls only; i = inactive; ? = inconclusive. The list is partial. The share of hits here may be higher or lower than overall.
molecule	ST2 inh
O=C(Cn1c(=O)sc2ccccc21)Nc1ccc(Cl)cc1F	i
COc1ccc(NS(=O)(=O)c2ccc(NC(=O)c3cc(Br)ccc3O)cc2)nn1	i
Cc1cccc(C2c3[nH]c4ccccc4c3CCN2C(=O)CN2CCCCC2=O)c1 (centres undefined)	i
COc1cc(/C=C2/NC(=O)NC2=O)cc(Br)c1OC(C)C	?
CN1CCN(CC(O)CN2CCN(C)CC2)CC1	i
O=C(N[C@H]1CCN2C(=O)c3ccccc3NC(=O)[C@H]12)c1cccc(F)c1	i
CC(=O)N=c1sc2c3ccccc3ccc2n1C	i
O=C1CCCN2N=C(SCC(=O)Nc3cccc(F)c3)SC2=N1	i
Cc1cc(CN2CCCC(C(=O)Nc3ccccc3Oc3cccnc3)C2)oc1C (centres undefined)	i
Cc1cc(N2CCC(C)CC2)nc2ccc(NC(=O)CCC(=O)N3CCCCC3C)cc12 (centres undefined)	i

molecule	ST2 inh
COc1cc(C)c(C(C)C)cc1S(=O)(=O)n1nnc2ccccc21	i
O=C(COc1ccc(CN2CCC3(CCOCC3)CC2)cc1)N1CCCC1	i
O=C1CSC(c2cccc(F)c2)N1c1ccccc1 (centres undefined)	i
CC(C)NC(=O)c1cccn2c(=O)c3c4c(sc3nc12)CCCC4	i
COc1ccc(C2SCCN2S(=O)(=O)c2ccc(Cl)c(Cl)c2)cc1 (centres undefined)	i
COc1ccccc1C1C(C(=O)c2cccs2)=C(O)C(=O)N1c1ccccn1 (centres undefined)	i
CCOc1ccc(-n2c(SCc3cccc(F)c3)nc3c(c2=O)SCC3)cc1	i
COc1ccc(S(=O)(=O)N2CCc3c(ncnc3N(C)C)C2)c(OC)c1	?
Cc1cc(C)c(S(=O)(=O)Nc2ccncc2)cc1C	i
CC(=O)N(CCCN(C)C)C(C)c1cc(C(C)(C)C)cc2c1CCC2(C)C (centres undefined)	?

molecule	ST2 inh
COc1cccc2c(Nc3cccc(O)c3)cc(C)nc12	i
O=C(Nc1ccc(F)cc1F)c1cc(-c2ccc(Br)cc2)on1	i
COc1cccc(N2CC(NC(=O)c3cc4ccccc4o3)CC2=O)c1 (centres undefined)	i
COc1ccc(OC)c(C2C(N3C(=O)c4ccccc4C3=O)C(=O)N2c2ccc(C)cc2)c1 (centres undefined)	?
COc1ccc(CN2CCN(Cc3ccccc3Br)CC2)c(OC)c1OC	i
O=[N+]([O-])c1cc(CN2CCCCC2)ccc1O	i
CCCNC(=O)NC(C)C12CC3CC(CC(C3)C1)C2 (centres undefined)	i
O=C(CCC1CCCN(Cc2cccn2-c2cccnc2)C1)N1CCOCC1 (centres undefined)	i
CC1N=C2c3ccccc3N=C(SCc3cc(=O)n4ccccc4n3)N2C1=O (centres undefined)	i
N#C/C(=C/c1ccc(O)cc1)c1nc(-c2ccc(Cl)c(Cl)c2)cs1	?

# Among those listed so far, these contain a Cl atom.
molecule	ST2 inh
O=C(Cn1c(=O)sc2ccccc21)Nc1ccc(Cl)cc1F	i
COc1ccc(C2SCCN2S(=O)(=O)c2ccc(Cl)c(Cl)c2)cc1 (centres undefined)	i
N#C/C(=C/c1ccc(O)cc1)c1nc(-c2ccc(Cl)c(Cl)c2)cs1	?

# (listing goes on)
molecule	ST2 inh
COc1cccc(C2CC(c3cccc(Cl)c3)n3nc(N)nc3N2)c1 (centres undefined)	i
Cn1cnc(S(=O)(=O)N[C@H]2CCN(C(=O)c3ccco3)[C@H](C(=O)N[C@@H](Cc3cccs3)C(N)=O)C2)c1	i
CCSc1nnc(NC(=O)CS(=O)(=O)c2c[nH]c3ccccc23)s1	i
O=C(NC[C@H]1CCc2ccccc2O1)c1cnn2c1CCCC2	i
CCc1ccc(-c2nc(CN3CCC(C(=O)NCCCN4CCCC4=O)CC3)c(C)o2)cc1	i
Cc1ccc(C(O)CN2C3=NCCN3c3ccccc32)cc1 (centres undefined)	i
CC(C)(C)CN1CCNC(=O)C1CC(=O)NC(C)(C)CN1CCCC1 (centres undefined)	i
NC1CCCc2c1[nH]c1ccc([N+](=O)[O-])cc21 (centres undefined)	?
Cc1cnc2c(C(=O)NC(C)c3nncn3C(C)C)cnn2c1 (centres undefined)	?
COCCc1noc(CN(C)C(=O)c2oc3cc(C)ccc3c2C)n1	i

# By substructure, those above with a thiophene ring, fused or not (3)
molecule	ST2 inh
CC(C)NC(=O)c1cccn2c(=O)c3c4c(sc3nc12)CCCC4	i
COc1ccccc1C1C(C(=O)c2cccs2)=C(O)C(=O)N1c1ccccn1 (centres undefined)	i
Cn1cnc(S(=O)(=O)N[C@H]2CCN(C(=O)c3ccco3)[C@H](C(=O)N[C@@H](Cc3cccs3)C(N)=O)C2)c1	i

# Continuation:
molecule	ST2 inh
Cc1ccc(NC(=O)C(=O)Cc2ccc([N+](=O)[O-])cc2)c(C)c1	i
CC(=O)Nc1ccc2nc(Nc3nc4ccc(F)cc4s3)sc2c1	i
CC(C)Cc1noc(CN(C)CC(=O)Nc2nc3ccccc3[nH]2)n1	i
CCOc1ccccc1OCCCOc1ccc(C)cc1[N+](=O)[O-]	?
O=C(CSc1ncn[nH]1)Nc1cc(C(F)(F)F)ccc1Cl	i
c1ccc(-n2ncnc2-c2ccc3c(c2)OCO3)cc1	i
COC(=O)c1sc2ccccc2c1NC(=O)CCc1ccccc1	i
COc1cc2c(C(=O)N3CCCCC3C)cn(C)c(=O)c2cc1OC (centres undefined)	?
CCn1c(=O)c(C(=O)Nc2ccccn2)c(O)c2ccccc21	i
NC(=NCc1ccc(Cl)c(Cl)c1)NC(=O)c1nc(Cl)c(N)nc1N	i

molecule	ST2 inh
CC(=O)Oc1ccc2c(=O)c(-c3ccc4c(c3)OCCCO4)c(C)oc2c1C	i
N#Cc1c(NC(=O)CSc2ncnc3sc4c(c23)CCC4)sc2c1CCC2	i
Cc1cc(=O)oc(C)c1C(=O)NC1CCCCC1	i
CC1CCc2c(sc3ncnc(Nc4ccc5c(c4)OCCO5)c23)C1 (centres undefined)	i
Oc1cccc(CN2CCSCC2)c1	i
Cc1cc(C)c(NC(=O)CN2C(=O)CCc3cc(S(=O)(=O)N4CCCC4)ccc32)c(C)c1	i
C#CCNC(=O)C[C@@H]1CCN(C(=O)c2ccc(F)cc2)C[C@@H]1CC	i
Cc1c(C(=O)N2CCCCC2)nnn1-c1nonc1N	i
CCOc1ccc(N2CC(NC(=O)c3ccco3)CC2=O)cc1 (centres undefined)	i
COC(=O)C1=C(C)Nc2nnnn2C1c1ccc(OCc2ccccc2)cc1 (centres undefined)	i

molecule	ST2 inh
CC1(C(=O)NC2CCCCCCC2)CCC(=O)N1Cc1cccs1 (centres undefined)	?
Cc1cc2c(cc1O)CCC/C2=N/OC(=O)c1cccc(Br)c1	i
COc1ccc(OC)c(NC(=O)c2cccnc2Oc2ccc(Cl)cc2)c1	?
CCOc1ccccc1N1CCN(Cc2cc(Br)c(O)c(OC)c2)CC1	i
Cc1ccc(C2=N/C(=C\c3ccccc3I)C(=O)O2)cc1[N+](=O)[O-]	?
CC(C)(C)C(=O)N[C@H]1CO[C@H]2[C@@H]1OC[C@H]2O	i
Cc1sc2nc3c(C(=O)N4CCC(C)CC4)cccn3c(=O)c2c1C	i
CCC1C(=O)C(C)(C)C(=O)OC1c1ccccc1F (centres undefined)	?
COCCCNC(=O)C1CCN(c2ccc(-c3cccs3)nn2)CC1	i
CC(C)Oc1ccc(NC(=O)c2ccc(Br)cc2)cc1	i

molecule	ST2 inh
CCc1cccc2c3c([nH]c12)C(CC)(CC(=O)O)OCC3 (centres undefined)	i
O=C(Nc1cc(Br)ccc1O)c1noc2c1CCCC2	?
c1ccc(-c2nnc(-c3ccncc3)o2)cc1	i
Cc1cccc(N=c2oc3ccc(Br)cc3cc2C(N)=O)c1	i
CCCc1cc(C(=O)NCc2cccnc2)no1	i
COc1ccccc1C1C(C#N)=C(N)Oc2n[nH]c(-c3ccc4c(c3)OCO4)c21 (centres undefined)	i
O=C(CONc1ncnc2nonc12)N1CCOCC1	i
O=c1oc(-c2ccc(F)cc2)nc2ccc(Br)cc12	i
CCNC(=O)O[C@@H]1CO[C@H]2[C@@H]1OC[C@@H]2NCc1ccccc1	i
Cn1c(=O)c2c(nc([N+](=O)[O-])n2Cc2ccc(F)cc2)n(C)c1=O	i

molecule	ST2 inh
NC(=O)CNC(=O)[C@@]1(O)C[C@@H](O)[C@H](O)[C@@H](NS(=O)(=O)c2cccc(C(F)(F)F)c2)C1	i
O=C(O)C1CCN(c2ccc(C(F)(F)F)cc2[N+](=O)[O-])CC1	i
Cc1nc2nc(SCc3cc(=O)n4c(C)cccc4n3)nn2c(C)c1Cc1ccccc1	i
Cc1cc2nc(COc3ccc(Cl)cc3NC(=O)c3ccc4c(c3)OCO4)cc(=O)n2o1	i
CN1CCN([C@H]2CN(C3CCN(C(=O)c4ccccn4)CC3)C[C@@H]2O)CC1	i
Cc1ccc(CN(C(=O)c2cn(-c3ccccc3)nn2)C2CCCC2)s1	i
CC1=C(C(=O)Nc2ccc(C)cc2C)C(c2ccc(C(C)C)cc2)n2ncnc2N1 (centres undefined)	i
COc1ccc(N2CCCS2(=O)=O)cc1NC(=O)c1ccccc1Cl	i
Cc1ccsc1CCNC(=O)CCC(=O)NC1CCCC1	i
c1ccc(-c2cnn3cc(CN4CCCC4c4ccccn4)cnc23)cc1 (centres undefined)	?

# The closing 2 entries of the section above open the next one.
molecule	ST2 inh
Cc1ccsc1CCNC(=O)CCC(=O)NC1CCCC1	i
c1ccc(-c2cnn3cc(CN4CCCC4c4ccccn4)cnc23)cc1 (centres undefined)	?
O=S(=O)(Nc1ccc(F)cc1)N1CCCCC1	i
C=CCOc1ccc(/C=C2/C(=O)NN(c3ccc(C)c(Cl)c3)C2=O)cc1OC	?
Cn1c(=O)c2c(nc(NCCO)n2Cc2ccccc2Br)n(C)c1=O	i
CCNC(=O)c1cc2c(=O)n3cccc(C)c3nc2n(C(C)CC)c1=N (centres undefined)	i
CC(=O)Oc1cccc(N2C(=O)C3C(C2=O)C2(C)c4ccccc4C3(C)c3ccccc32)c1 (centres undefined)	i
Cc1cccc(C(=O)N2CCN(C(=O)c3cccc(C)c3)C(C)C2)c1 (centres undefined)	i
COc1ccc(-c2[nH]nc3c2C(c2ccccc2F)C(C#N)=C(N)O3)cc1OC (centres undefined)	i
Cc1cccc(-n2ncc3c(NC4CCCCCC4)ncnc32)c1	i
CCC(C(=O)Nc1nccs1)c1ccccc1 (centres undefined)	i
CC(C)c1cc(C(=O)N(C)Cc2nnc(-c3ccccc3)o2)no1	?

molecule	ST2 inh
COc1cc(N(C)CCc2noc(C(C)C)n2)ncn1	i
O=C(c1cn(-c2ccccc2)nn1)N(C/C=C/c1ccccc1)C1CC1	i
FC(F)(F)c1ccc(N2CCN(Cc3ccccc3)CC2)nc1	i
NC(=O)C1(N2CCCCC2)CCN(C2CC(=O)N(c3ccc(C(F)(F)F)cc3)C2=O)CC1 (centres undefined)	?
c1ccc(COc2ccc(OCCCCN3CCOCC3)cc2)cc1	i
O=S(=O)(c1ccc(F)cc1)c1ccc(F)cc1	?
Cc1c(C)n(C(=O)CSc2nnc(N)s2)c2ccccc12	?
c1ccc2c3c([nH]c2c1)CN(Cc1ccc2c(c1)OCO2)CC3	i
CC(C)Oc1ccc(/C=C2/NC(=O)NC2=O)cc1Cl	?
COC(=O)c1cccc(N2COc3ccc4c5c(c(=O)oc4c3C2)CCC5)c1	?

molecule	ST2 inh
Cc1ccc2cccc(N3C(=O)Nc4ccccc4N3O)c2n1	i
CC(=O)Nc1ccc(Nc2nc(C)cc(Nc3ccc(C)cc3)n2)cc1	i
O=C(Cc1ccc(F)cc1)N1CCN=C1SCc1cccc(Cl)c1	i
Cc1nn(-c2ccccn2)c(C)c1[C@@H]1C=C[C@@H](NC(=S)NCC(C)C)C1	i
O=S(=O)(NC(c1ccccc1)c1ccccc1)c1cccc2nsnc12	i
O=C(Nc1ccccc1)C1CC(=O)N(Cc2ccc3c(c2)OCO3)C(=Nc2ccc(F)cc2)S1 (centres undefined)	i
COc1ccc(C(=O)O)cc1S(=O)(=O)Nc1ccccc1Cl	i
ON1C(c2ccccc2)CC2(O)c3nonc3CCC12 (centres undefined)	i
CN1C(=O)C(O)(CC(=O)c2ccc3c(c2)OCCO3)c2ccccc21 (centres undefined)	i
CCS(=O)(=O)Nc1ccc(C(=O)CC2(O)C(=O)Nc3ccccc32)cc1 (centres undefined)	i

molecule	ST2 inh
Cc1ccccc1-c1ncc(-c2nccn2CCc2n[nH]c(=O)[nH]2)s1	i
COc1ccc(-c2ccc3c(c2)C(=O)N2CC[C@H](NC(=O)C4CCCC4)[C@H]2C(=O)N3)cc1	i
Cc1cccc(-n2c(C)nc3c(cnn3-c3ccc(F)cc3)c2=O)c1	i
Cc1ccc(-n2ncc3c(N(C)Cc4ccccc4)ncnc32)c(C)c1	i
Cc1ccc(NS(C)(=O)=O)c(C)c1	i
COc1ccc(CCN2CC(NC(=O)c3ccc(C)nc3)CC2=O)cc1 (centres undefined)	i
Cc1ccc(S(=O)(=O)N2CCOC2C(Cl)(Cl)Cl)cc1 (centres undefined)	i
O=C(C1CC1)N1CCc2cc(S(=O)(=O)N3CCN(c4ccccc4Cl)CC3)ccc21	?
COC(=O)c1nc2n(n1)C(c1cccc(Cl)c1)C(C(=O)OC1CCCCC1)=C(C)N2 (centres undefined)	i
C=CCCCC(=O)Nc1ccc(Cl)cc1Cl	i

molecule	ST2 inh
CN(C)c1ccccc1C(=O)N1CCCC(C(=O)c2ccc3ccccc3c2)C1 (centres undefined)	i
Cc1ccc(Cn2c(CNS(=O)(=O)c3ccc(Cl)s3)nc3cccnc32)cc1	i
CCOc1ccc(NS(=O)(=O)c2cc(Br)cc3c2N(C(=O)C2CC2)CC3)cc1	?
CCc1nc(-c2nccn2CC2(c3ccccc3)CCOCC2)c(C)[nH]1	i
O=C(O)CNC(=O)c1cccc(Br)c1	?
COc1nccc(Nc2ccccc2)c1C#N	i

# Assay outcomes as filed in PubChem.
